# Wnt act – activators of Wnt/beta-catenin signaling | Wnt/beta-catenin reporter cell assay, activator, plate reader | activation, % at 9.35 µM | actives 1.2% (n = 300,000) | AID 743398; in the data active means activation above about 30%, passing the limit was not always enough;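 further: 0% = neutral control wells and 100% = positive control wells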
# The depositor's hits bear a star; & = joins results of further samples. An excerpt; the hit share may differ from the screen's.
smiles | Wnt act
CCCCn1nnnc1C(c1ccccc1)N1CCCN(Cc2ccc(F)cc2)CC1 (configuration not stated) | -2
CC(C)(C)n1nnnc1C(c1ccccc1)N1CCN(c2ncccn2)CC1 (configuration not stated) | 1
O=C(NCC[C@H]1CC[C@H](NS(=O)(=O)c2ccccc2F)[C@@H](CO)O1)c1ccc(F)cc1 | -1
Cc1cc(C)n2c(Nc3ccc4c(c3)OCCO4)c(-c3cc4ccccc4o3)nc2n1 | -7
O=C(NC1CCCCC1)C1c2ccccc2OCC(=O)N1CCc1ccccc1 (configuration not stated) | -1
CC(=O)Nc1ccc(-c2ccnc3c2CC(C(=O)Nc2ccccc2)O3)cc1 (configuration not stated) | 0
CCCCN(C)c1c(C)nc2ccc(C(=O)NC3CCN(C)CC3)cn12 | -4
CCOC1=CC2=C(C(=O)C(Cl)=CC2=O)[C@@H]2CN(S(=O)(=O)c3ccc(C)cc3)[C@@H](c3ccccc3)[C@H]12 | -1
Cc1cc(C)cc(CC(=O)N2CCC2(C)C(=O)NS(=O)(=O)c2ccc(C#N)cc2)c1 (configuration not stated) | 0
O=C(NC(c1ccc(-c2ccccc2)cc1)c1cnccn1)C1CCN(CCN2C(=O)c3ccccc3C2=O)CC1 (configuration not stated) | 1
CCOc1ccc(CCN2C(=O)C(=O)N([C@@H](Cc3ccccc3)CN3CCC[C@H]3CN3C(=O)C(=O)NC[C@@H]3Cc3ccc(O)cc3)C[C@@H]2Cc2ccc(O)cc2)cc1 | -2
CCOC(=O)C1=CCN(S(=O)(=O)c2ccccc2C)C1c1ccccc1 (configuration not stated) | -3
CCCCOCC1CN(Cc2ccccc2OC)S(=O)(=O)c2cc(Cl)ccc2O1 (configuration not stated) | -2
CCOC(=O)C1=CCN(S(=O)(=O)c2ccccc2Cl)C1c1ccccc1 (configuration not stated) | -2
Cc1ccc2nc(-c3cccc(Cl)c3)c(Cc3cccc(F)c3)n2c1 | 16

# An excerpt from above in order of SMILES length, smallest number first:
smiles | Wnt act
O=C(NC1CCCCC1)C1c2ccccc2OCC(=O)N1CCc1ccccc1 (configuration not stated) | -1
CCOC(=O)C1=CCN(S(=O)(=O)c2ccccc2Cl)C1c1ccccc1 (configuration not stated) | -2
Cc1cc(C)n2c(Nc3ccc4c(c3)OCCO4)c(-c3cc4ccccc4o3)nc2n1 | -7
Cc1cc(C)cc(CC(=O)N2CCC2(C)C(=O)NS(=O)(=O)c2ccc(C#N)cc2)c1 (configuration not stated) | 0
CCOc1ccc(CCN2C(=O)C(=O)N([C@@H](Cc3ccccc3)CN3CCC[C@H]3CN3C(=O)C(=O)NC[C@@H]3Cc3ccc(O)cc3)C[C@@H]2Cc2ccc(O)cc2)cc1 | -2

# Next compounds.
smiles | Wnt act
O=C(NCc1ccc(F)cc1)Nc1nnc([C@@H]2C[C@H](O)[C@@H](CO)O2)s1 | 4
COc1cccc(C(O)c2nc(-c3ccncc3)cs2)c1 (configuration not stated) | -4
CCCCNc1ccc2c(c1)OC[C@H](C)NS2(=O)=O | -4
COc1cccc(CNc2nc3cc(-c4ccccc4C)sc3c(=O)n2C)c1 | -1
O=C(NCc1ccccc1)[C@@H]1CCCN1C(=O)[C@H]1CCCN1C(=O)c1ccccc1Cl | -3
CC1CCCN(c2cccc3c2S(=O)(=O)N([C@H](C)c2ccccc2)C[C@@H](COCc2ccccc2)O3)C1 (some centres not stated) | -5
COc1ccc(OC)c(NC(=O)C2(C)CCN2Cc2ccc(SC)cc2)c1 (configuration not stated) | -1
O=C(C[C@@H]1C=C[C@H](NS(=O)(=O)c2ccccc2F)[C@@H](CO)O1)NCCCN1CCOCC1 | -2
CC[C@H](CO)Oc1cc(NCc2cccc(N)c2)c2ncn(C(C)C)c2c1 | -1
CN1CCN(C2CN(Cc3cn(Cc4ccccc4F)nn3)S(=O)(=O)C2)CC1 (configuration not stated) | -2
COC(=O)[C@@H](Cc1ccccc1)NC(=O)/C=C/[C@H]1O[C@@H](n2cnc3c(NC(=O)c4ccccc4)ncnc32)[C@H](O)[C@@H]1O | -4
CC(=O)Nc1ccc(-c2ccnc3c2CC(C)(C(=O)NCC2CCOCC2)O3)cc1 (configuration not stated) | 0
COC(=O)C1=C(C)N(Cc2cccc(C(F)(F)F)c2)C(=NCc2ccc(C(F)(F)F)cc2)NC1c1ccc(F)cc1 (configuration not stated) | -19
c1ccc(CCNc2ccc3ncc(-c4cccc5ccccc45)n3n2)nc1 | -2
O=C1C2N=NN(CC(=O)N3N=C(c4ccccc4)CC3c3ccc([N+](=O)[O-])cc3)C2C(=O)N1c1ccccc1 (configuration not stated) | -1

# Gathered by group, the compounds so far with an aryl methoxy group.
smiles | Wnt act
CCCCOCC1CN(Cc2ccccc2OC)S(=O)(=O)c2cc(Cl)ccc2O1 (configuration not stated) | -2
COc1cccc(C(O)c2nc(-c3ccncc3)cs2)c1 (configuration not stated) | -4
COc1cccc(CNc2nc3cc(-c4ccccc4C)sc3c(=O)n2C)c1 | -1
COc1ccc(OC)c(NC(=O)C2(C)CCN2Cc2ccc(SC)cc2)c1 (configuration not stated) | -1

# Additional results:
smiles | Wnt act
O=C1NC[C@@H](CCCCN2C[C@H](Cc3ccc(O)cc3)N(CCc3ccccc3)C(=O)C2=O)N(CC2CCCCC2)C1=O | -7
CCCCc1c(-c2ccccc2OC)ncn1Cc1ccc(OC)c(Cl)c1 | -5
COc1ccccc1-c1ccc2c(c1)C(C)(Cc1cccc(C#N)c1)C(=O)N2 (configuration not stated) | -2
O=C(O)C1CCCN(C(=O)/C=C/c2ccccc2)CC1 (configuration not stated) | 1
CCOC(=O)[C@]12CCCC=C1N(Cc1ccco1)C(=O)[C@H](CC(=O)N1CCOCC1)C2 | 0
COC(=O)C1(C(=O)OC)c2ncccc2N(S(=O)(=O)c2ccc(C)cc2)C1CC(=O)c1ccccc1 (configuration not stated) | -1
O=C(Nc1ccc2c(c1)OCCO2)C1c2ccccc2OCC(=O)N1CCCN1CCOCC1 (configuration not stated) | -1
Cc1oc(-c2ccc(Cl)cc2)cc1C(=O)N1CCC1(C)C(=O)O (configuration not stated) | 1
COC(=O)c1cc2c(c3c4cc(OC)ccc4n(S(=O)(=O)c4ccc(OC)cc4)c13)C(=O)N(C1CCCCC1)C2 | -3
CN(C)CCNC(=O)c1cccc(-c2cccc3nccn23)c1 | -1
COc1ccc(Cc2c(C(C)(C)C)nc3c(C)cc(Br)cn23)c(C)c1 | -1
CCCCC[C@@H](C)N1C[C@H](COCc2ccccc2)Oc2cc(N3CC[C@@H](N(C)C)C3)ccc2S1(=O)=O | -5
O=C(NC1CCCCC1)OCCN1CCN(Cc2ccccc2)CCC1=O | 1
COC(=O)C1=C(C)N(Cc2ccc(C(F)(F)F)cc2)C(=NCC2CC2)NC1c1ccccc1C(F)(F)F (configuration not stated) | -23
COc1ccccc1C(=O)NC1CCCCN(C)C1=O (configuration not stated) | -1

# Reprinted from the listing (two entries):
smiles | Wnt act
COC(=O)C1=C(C)N(Cc2ccc(C(F)(F)F)cc2)C(=NCC2CC2)NC1c1ccccc1C(F)(F)F (configuration not stated) | -23
COc1ccccc1C(=O)NC1CCCCN(C)C1=O (configuration not stated) | -1

# (next part)
smiles | Wnt act
COc1ccc(C(=O)NCC2CCN(C(=O)C(=O)c3cc4ccccc4o3)CC2)c(OC)c1 | -3
CC(=O)OCC(=O)C1(O)CCC2C3CC(C)C4=CC(=O)C=CC4(C)C3C(O)CC21C (configuration not stated) | 1
CCCS(=O)(=O)NC(=O)C1(C)CCCN(C(=O)c2ccc3snnc3c2)C1 (configuration not stated) | -1
O=C(C[C@@H]1C=C[C@H](NC(=O)Cc2ccccn2)[C@@H](CO)O1)NCCc1ccccc1 | -3
COCCCNc1nccn2ccnc12 | 1
Cc1cc2c(c(=O)o1)[C@@]1(C(=O)N(C)c3ccccc31)C1=C(CC3(CCCCC3)OC1=O)O2 | 0
CCOC(=O)[C@]12CCCC=C1N(CCC1=CCCCC1)C(=O)[C@H](CC(=O)NCc1ccc(OC)c(OC)c1)C2 | -4
Cc1ccc(C)c(NCCCCCCCC(=O)O)c1 | -1
COC(=O)[C@@]1(Cc2ccc(F)cc2)[C@H]2c3cc(C(=O)N4CCCC4)n(C)c3C[C@H]2CN1C(=O)c1ccccc1 | -3
COc1cccc(CNC(=O)[C@@H]2CCCN2C(=O)[C@@H]2CCCN2C(=O)c2ccccc2)c1 | -3
O=C(Nc1cccc(F)c1)c1ccc(-c2ccccc2C(F)(F)F)o1 | 16
COc1ccc(CNC(=O)C2(C)Cc3c(-c4ccccc4)ccnc3O2)cc1OC (configuration not stated) | -1
CCCNC(=O)c1cc(C2CCCN(C(=O)c3ccc(NC(C)=O)cc3)C2)on1 (configuration not stated) | 0
CCNC(=O)C1(C)CCCN(C(=O)c2ccc(C(F)(F)F)nc2C)C1 (configuration not stated) | -4
CC(C)NC(=O)c1sc2nc(-c3cccs3)cc(-c3cccs3)c2c1N | -7
CCCCCCCCN1C(=O)[C@@H](CC(=O)NCCCOCCCC)C[C@@]2(C(=O)OC)C1=C[C@H](C1CCCC1)O[C@@H]2C | -4
CC(=O)NC(c1ccc(F)c(F)c1)c1nc(-c2cnn(C)c2)cs1 (configuration not stated) | 0
COc1cc2c(cc1OC)C(C(=O)O)C(c1ccc3c(c1)OCO3)N(C)C2=O (configuration not stated) | -1
CCc1nc2ccc(C(=O)Nc3cccc(OC)c3)cn2c1N(CC)CCOC | 0
CC1(C(=O)NS(=O)(=O)c2cccc(F)c2)CCN1C(=O)Cc1cccc2ccccc12 (configuration not stated) | 2
O=C1N[C@@H](Cc2ccccc2)C(=O)N2[C@H]1CSCCS2(=O)=O | -1
COC(=O)[C@@]12C[C@@H](CC(=O)NCC3CCCCC3)C(=O)N(Cc3cccc4ccccc34)C1=CCC(C)(C)C2 | -1
Cc1ccc(CN2C(=O)CN(S(C)(=O)=O)CC2(C)C(=O)NC(C)C)cc1 (configuration not stated) | -1
Cc1nc2ccc(C(=O)N3CCC(O)(Cc4ccccc4)CC3)cn2c1N(C)C(=O)CCc1ccccc1 | -3
COc1cc(-c2cc(NC=O)c3ncc(-c4ccc(F)cc4)n3c2)cc(OC)c1OC | 2
COC(=O)C1=C(C)N(Cc2ccccc2C(F)(F)F)C(=NCc2ccccc2C(F)(F)F)NC1c1ccc(F)cc1 (configuration not stated) | -11
CC1(C(=O)NS(=O)(=O)c2cccc(Cl)c2)CCN1C(=O)C1CC1 (configuration not stated) | -2
C=CCCC1CN(CC=C)S(=O)(=O)c2c(F)cccc2O1 (configuration not stated) | 9
Cc1ccc2c(=O)n3c(nc2c1)C(Cc1ccccc1)NC(=O)c1cc(Cl)ccc1-3 (configuration not stated) | -1
CCN(CC)C(=O)c1ncn2c1C(=O)N[C@@H](C)C2 | -1
CC(C)NC(=O)C1(C)CSCC(=O)N1Cc1ccco1 (configuration not stated) | -2
Nc1nc2c(ncn2[C@@H]2O[C@H](CNCc3ccccc3)[C@@H](O)[C@H]2O)c(=O)[nH]1 | -1
O=C1Nc2ccccc2-n2nnnc2C1N1CCN(C(=O)C2CCCO2)CC1 (configuration not stated) | -2
COCCNC(=S)N(C)[C@H]1C[C@H]2c3[nH]c4ccccc4c3CCN2C(=O)[C@H]1[C@H](C)O | 3
O=C(Nc1nnc([C@@H]2O[C@H](CO)[C@@H](O)[C@H]2O)s1)Nc1cccc2c1CCCC2 | -1
CCOC(=O)[C@]12CCCC=C1N(CCc1ccc(OC)c(OC)c1)C(=O)[C@H](CC(=O)NCc1ccccc1)C2 | -1
O=C(CC1c2ccccc2C=C(c2ccsc2)N1c1ccc(-c2cccnc2)cc1)C1CC1 (configuration not stated) | -3
COc1cccc(-c2oc3c(c2C#CCCO)C(O)CCC3)c1 (configuration not stated) | -1
CC(C)C[C@@H]1Cc2[nH][nH]c(=O)c2[C@H](c2ccc(Cl)cc2)O1 | -5
CCCC/C=C/c1cccc2nncn12 | 0
CC1(C(=O)NCc2ccccc2)CN(S(C)(=O)=O)CC(=O)N1Cc1ccco1 (configuration not stated) | -1
CC1CCCCc2nc3c(c(=O)n21)CCCC3 (configuration not stated) | -1
CC(=O)Nc1cccc(Nc2cnccn2)c1 | -2
O=C(C(=O)N1CCC(CNC(=O)C2COc3ccccc3O2)CC1)c1cccs1 (configuration not stated) | 0
CC1(Oc2ccc(-n3ccnc3)cc2)CCN(Cc2cccn2-c2nccs2)C1 (configuration not stated) | -1
NC(Cc1ccccc1)c1csc(Nc2nncc3ccccc23)n1 (configuration not stated) | 3
CCCCNC(=O)C1(C)CCCCN1C(=O)c1cc(OC)ccc1Br (configuration not stated) | 0
CC(C)[C@@H]1Cc2[nH][nH]c(=O)c2[C@H](c2ccc(F)cc2)O1 | -2
Cn1c(=O)c2cc(NC(=S)NC3CC3)ccc2n1Cc1cccc(C(F)(F)F)c1 | 0
O=C(NCc1ccccc1)C(c1ccc(F)cc1)N1CCN(CCN2CCOCC2)CC1 (configuration not stated) | -5
c1ccc2c(c1)oc1c(-c3ccc4nccn4c3)cccc12 | -4
COc1cccc(C(O)c2nc(-c3ccc(OC)nc3)cs2)c1 (configuration not stated) | -3
CC(=O)Nc1cccc(Oc2nc(NC(C)C)nc3cc(-c4ccccc4)sc23)c1 | -1
COc1ccc(C(O)c2nc(-c3cc(F)cc(F)c3)cs2)cc1 (configuration not stated) | -3
N#Cc1cccnc1N1CCN(C(C(=O)NC2CCCC2)c2ccco2)CC1 (configuration not stated) | -3
COC(=O)Cn1c2ccccc2c(=O)n1C(C)C | -8
CC(=O)C1=CCC(c2ccccc2)N(S(=O)(=O)c2ccccc2)C1 (configuration not stated) | -2&-4
CC(=O)C1=CCC(c2cccc3ccccc23)N(S(=O)(=O)c2ccc(C)cc2)C1 (configuration not stated) | -2
CCCCCCCCN1C(=O)[C@H](CC(=O)N2CCCCC2)C[C@@]2(C(=O)OC)CCCCC=C12 | -1
c1ccc2c(-c3cccc4nccn34)cncc2c1 | -1
C[C@H](O)[C@@H]1C(=O)N2CCc3c([nH]c4cccc(-c5ccccc5)c34)[C@@H]2C[C@@H]1N(C)C(=O)c1ccco1 | -11
COC(=O)[C@@]12C[C@@H](CC(=O)NCc3ccc(OC)c(OC)c3)C(=O)N(Cc3ccco3)C1=CCC(C)(C)C2 | -1

# Screens as filed in PubChem.
